NSD2 inh – blocks human NSD2 histone methyltransferase activity; NSD2-SET H3K36me1 DELFIA fluorescence, biochemical; inhibition, % at 12.5 µM; 44,000 compounds, 0.07% hits; AID 624260; in the data active means inhibition above about 54%, passing the limit was not always enough;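 further: inhibitors reduce the monomethyl H3K36 fluorescence signal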
Target sequence (O96028 whole entry, looked up): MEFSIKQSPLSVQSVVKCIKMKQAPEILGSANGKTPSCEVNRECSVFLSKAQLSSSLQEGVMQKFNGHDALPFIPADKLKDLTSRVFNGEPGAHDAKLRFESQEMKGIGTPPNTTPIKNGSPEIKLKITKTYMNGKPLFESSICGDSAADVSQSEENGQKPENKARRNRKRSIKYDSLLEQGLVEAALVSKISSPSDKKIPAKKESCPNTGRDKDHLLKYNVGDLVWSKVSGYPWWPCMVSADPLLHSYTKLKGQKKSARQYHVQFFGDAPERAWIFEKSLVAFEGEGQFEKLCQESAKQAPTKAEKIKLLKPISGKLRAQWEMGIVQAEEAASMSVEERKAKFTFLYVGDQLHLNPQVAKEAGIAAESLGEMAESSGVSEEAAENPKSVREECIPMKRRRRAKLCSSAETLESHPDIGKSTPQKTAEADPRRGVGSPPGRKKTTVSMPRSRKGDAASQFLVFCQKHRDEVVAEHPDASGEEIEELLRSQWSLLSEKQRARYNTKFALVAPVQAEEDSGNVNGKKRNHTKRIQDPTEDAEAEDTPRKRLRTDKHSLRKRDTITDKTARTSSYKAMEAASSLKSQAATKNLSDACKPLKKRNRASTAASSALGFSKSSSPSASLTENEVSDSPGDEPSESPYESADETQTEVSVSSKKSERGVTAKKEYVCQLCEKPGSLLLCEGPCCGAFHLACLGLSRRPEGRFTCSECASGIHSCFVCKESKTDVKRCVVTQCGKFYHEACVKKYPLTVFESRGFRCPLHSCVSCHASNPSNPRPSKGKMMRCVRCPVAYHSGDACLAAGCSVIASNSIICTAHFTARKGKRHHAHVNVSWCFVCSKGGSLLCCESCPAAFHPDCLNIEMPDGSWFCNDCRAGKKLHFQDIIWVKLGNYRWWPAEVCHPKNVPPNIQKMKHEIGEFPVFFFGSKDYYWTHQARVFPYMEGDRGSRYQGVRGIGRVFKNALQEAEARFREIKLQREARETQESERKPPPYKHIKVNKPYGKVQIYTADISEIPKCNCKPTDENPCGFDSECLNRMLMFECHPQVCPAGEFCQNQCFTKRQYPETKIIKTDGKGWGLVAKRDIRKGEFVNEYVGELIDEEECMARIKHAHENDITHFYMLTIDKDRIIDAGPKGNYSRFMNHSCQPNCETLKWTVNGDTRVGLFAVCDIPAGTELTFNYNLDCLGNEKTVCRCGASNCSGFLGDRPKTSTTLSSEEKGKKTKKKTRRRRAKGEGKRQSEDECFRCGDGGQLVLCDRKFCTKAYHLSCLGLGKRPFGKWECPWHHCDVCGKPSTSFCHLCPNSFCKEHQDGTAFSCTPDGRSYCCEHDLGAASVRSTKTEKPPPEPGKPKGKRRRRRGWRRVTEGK
The depositor's hits bear a star; i = inactive. Some of the compounds tested; rates above refer to the full screens.

SMILES	NSD2 inh
C[C@@H]1CN([C@@H](C)CO)C(=O)Cc2cc(NS(=O)(=O)c3ccc(F)cc3)ccc2O[C@H]1CN(C)Cc1ccc(C(=O)Nc2ccccc2N)cc1	-2.3
CNC[C@H]1Oc2cc(C#CC(C)(C)O)ccc2S(=O)(=O)N([C@H](C)CO)C[C@H]1C	3.9
O=C(N/N=C/c1cccc(B(O)O)c1)c1ccccc1O	-1.4
CCCNC(=O)N(C)C[C@H]1Oc2cc(-c3ccncc3)ccc2S(=O)(=O)N([C@H](C)CO)C[C@@H]1C	2.0
CC(C)CC#Cc1ccc2c(c1)O[C@@H](CN(C)C(=O)Cc1ccccc1)[C@H](C)CN([C@@H](C)CO)S2(=O)=O	-2.9
CNC[C@@H]1Oc2ccc(N(C)C)cc2CC(=O)N([C@@H](C)CO)C[C@@H]1C	5.4
C[C@@H]1CN([C@@H](C)CO)S(=O)(=O)c2ccc(Br)cc2O[C@@H]1CN(C)C(=O)C1CCCCC1	-6.3
C[C@H](NC(=O)C[C@H]1C[C@@H]2c3cc(NC(=O)NC4CCCCC4)ccc3O[C@@H]2[C@@H](CO)O1)c1ccccc1	-1.4
C[C@@H]1CN([C@H](C)CO)C(=O)Cc2cc(NS(=O)(=O)c3ccc(Cl)cc3)ccc2O[C@H]1CN(C)C(=O)NC1CCCCC1	3.1
C[C@@H]1CCCCO[C@H](CN(C)C(=O)Cc2ccccc2)[C@H](C)CN([C@H](C)CO)C(=O)c2cc(NC(=O)Nc3ccccc3)ccc2O1	0.5
COc1ccc(COCC23Oc4ccccc4[C@H]([C@H]2CO)n2c(c4c(c(C(C)=O)c2=O)C(=O)N(C)C4=O)N3C)cc1	-3.0
O=C(CCc1nc(-c2ccccc2F)no1)NC1CCCCC1	1.6
C[C@@H]1CN([C@@H](C)CO)C(=O)c2cc(NC(=O)CCC(F)(F)F)ccc2O[C@H]1CN(C)C(=O)Nc1ccc(F)cc1	i
O=C(C[C@@H]1C[C@H]2c3cc(NS(=O)(=O)c4ccc(F)cc4)ccc3O[C@H]2[C@H](CO)O1)N1CCc2ccccc2C1	12.2
CC(C)C#Cc1ccc2c(c1)O[C@@H](CN(C)Cc1ccccc1)[C@@H](C)CN([C@H](C)CO)S2(=O)=O	3.5
Cc1noc(C)c1S(=O)(=O)Nc1ccc2c(c1)C(=O)N([C@H](C)CO)C[C@@H](C)[C@@H](CN(C)C(=O)NC1CCCCC1)O2	2.2
C[C@@H]1CN([C@H](C)CO)C(=O)c2c(c3ccccc3n2C)-c2ccccc2CO[C@@H]1CN(C)C(=O)c1ccncc1	-6.2
COCC(=O)N(C)C[C@H]1Oc2ncc(-c3ccccc3OC)cc2C(=O)N([C@H](C)CO)C[C@H]1C	-5.6
C[C@@H]1CN([C@@H](C)CO)C(=O)c2cccc(NC(=O)C3CC3)c2O[C@@H]1CN(C)C(=O)Nc1cccc2ccccc12	-0.3
C[C@H](CO)N1C[C@H](C)[C@@H](CN(C)C)Oc2ccc(NS(C)(=O)=O)cc2C1=O	-4.1
C[C@H]1CN([C@@H](C)CO)S(=O)(=O)c2ccc(C3=CCCC3)cc2O[C@@H]1CN(C)C(=O)c1ccc(F)cc1	1.1
CCCC#Cc1ccc2c(c1)O[C@H](CN(C)CC1CCOCC1)[C@H](C)CN([C@@H](C)CO)S2(=O)=O	-0.1
CC(=O)N(C)C[C@@H]1Oc2cc(-c3ccccc3)ccc2S(=O)(=O)N([C@@H](C)CO)C[C@H]1C	-2.0
C[C@H](CO)N1C[C@H](C)[C@@H](CN(C)S(=O)(=O)c2ccc(F)cc2)Oc2ccc(NC(=O)Nc3cccc4ccccc34)cc2CC1=O	-5.4

Part of the list above, as comma-separated lines:
SMILES,NSD2 inh
CC(C)C#Cc1ccc2c(c1)O[C@@H](CN(C)Cc1ccccc1)[C@@H](C)CN([C@H](C)CO)S2(=O)=O,3.5
Cc1noc(C)c1S(=O)(=O)Nc1ccc2c(c1)C(=O)N([C@H](C)CO)C[C@@H](C)[C@@H](CN(C)C(=O)NC1CCCCC1)O2,2.2
C[C@@H]1CN([C@H](C)CO)C(=O)c2c(c3ccccc3n2C)-c2ccccc2CO[C@@H]1CN(C)C(=O)c1ccncc1,-6.2
COCC(=O)N(C)C[C@H]1Oc2ncc(-c3ccccc3OC)cc2C(=O)N([C@H](C)CO)C[C@H]1C,-5.6
C[C@@H]1CN([C@@H](C)CO)C(=O)c2cccc(NC(=O)C3CC3)c2O[C@@H]1CN(C)C(=O)Nc1cccc2ccccc12,-0.3
C[C@H](CO)N1C[C@H](C)[C@@H](CN(C)C)Oc2ccc(NS(C)(=O)=O)cc2C1=O,-4.1
C[C@H]1CN([C@@H](C)CO)S(=O)(=O)c2ccc(C3=CCCC3)cc2O[C@@H]1CN(C)C(=O)c1ccc(F)cc1,1.1
CCCC#Cc1ccc2c(c1)O[C@H](CN(C)CC1CCOCC1)[C@H](C)CN([C@@H](C)CO)S2(=O)=O,-0.1
CC(=O)N(C)C[C@@H]1Oc2cc(-c3ccccc3)ccc2S(=O)(=O)N([C@@H](C)CO)C[C@H]1C,-2.0
C[C@H](CO)N1C[C@H](C)[C@@H](CN(C)S(=O)(=O)c2ccc(F)cc2)Oc2ccc(NC(=O)Nc3cccc4ccccc34)cc2CC1=O,-5.4

Next part.
SMILES	NSD2 inh
C[C@@H]1CN([C@H](C)CO)C(=O)c2cc(NC(=O)Nc3ccccc3)ccc2O[C@@H]1CN(C)CC1CCCCC1	-3.6
CCCNC(=O)N(C)C[C@H]1Oc2ncc(C#Cc3ccccc3F)cc2C(=O)N([C@H](C)CO)C[C@H]1C	-3.2
C[C@H](CO)N1C[C@H](C)[C@@H](CN(C)C(=O)NC2CCCC2)Oc2cc(C#Cc3ccc(F)cc3)ccc2S1(=O)=O	-4.6
COc1ccc(S(=O)(=O)Nc2ccc3c(c2)C(=O)N([C@@H](C)CO)C[C@H](C)[C@@H](CN(C)S(=O)(=O)c2ccc(C)cc2)O3)cc1	-3.4
C[C@H]1CN([C@@H](C)CO)C(=O)c2cccc(NC(=O)C3CCCCC3)c2O[C@H]1CN(C)S(C)(=O)=O	2.2
COc1ccc(CN(C)C[C@H]2Oc3ccc(NC(=O)C4CCCCC4)cc3C(=O)N([C@@H](C)CO)C[C@H]2C)cc1	1.5
C[C@@H]1CCCCO[C@@H](CN(C)C)[C@H](C)CN([C@@H](C)CO)C(=O)c2cc(NC(=O)NC3CCCCC3)ccc2O1	1.6
C[C@@H]1CCCCO[C@@H](CN(C)C(=O)Nc2ccccc2)[C@H](C)CN([C@@H](C)CO)C(=O)c2cc(NC(=O)c3ccncc3)ccc2O1	2.4
Cc1[nH]c(/C=C2\C(=O)Nc3ccc(S(=O)(=O)Cc4c(Cl)cccc4Cl)cc32)c(C)c1C(=O)N1CCC[C@@H]1CN1CCCC1	67.1*
CC(C)NC(=O)Nc1ccc2c(c1)C(=O)N([C@@H](C)CO)C[C@@H](C)[C@H](CN(C)CC1CCCCC1)OCCCC[C@H](C)O2	-1.0
COc1ccc(CN(C)C[C@H]2Oc3ccc(NS(=O)(=O)c4cn(C)cn4)cc3C(=O)N([C@@H](C)CO)C[C@H]2C)cc1	-0.1
C[C@@H](NC(=O)C[C@@H]1C[C@@H]2c3cc(NC(=O)CC4CC4)ccc3O[C@@H]2[C@@H](CO)O1)c1ccccc1	0.9
C[C@@H]1CN([C@H](C)CO)C(=O)c2cc(NC(=O)C3CCCCC3)ccc2O[C@@H]1CN(C)Cc1ccc(-c2ccccc2)cc1	-8.5
CCCNC(=O)N(C)C[C@H]1Oc2ncc(C#CC3CCCCC3)cc2C(=O)N([C@@H](C)CO)C[C@@H]1C	-2.5
C[C@@H]1CN([C@@H](C)CO)C(=O)c2cc(NC(=O)c3ccncc3)ccc2O[C@@H]1CN(C)C(=O)Nc1ccc(C(F)(F)F)cc1	-0.9
C[C@H]1CN([C@@H](C)CO)C(=O)c2cccc(NS(=O)(=O)c3ccc(Cl)cc3)c2O[C@@H]1CN(C)CC1CC1	-9.0
CCC(=O)N(C)C[C@H]1Oc2ncc(C#CC(C)C)cc2C(=O)N([C@H](C)CO)C[C@@H]1C	-0.3
CNC[C@@H]1Oc2cc(Br)ccc2S(=O)(=O)N([C@@H](C)CO)C[C@@H]1C	-7.1
C[C@@H]1CN([C@H](C)CO)C(=O)Cc2cc(NC(=O)Nc3cccc4ccccc34)ccc2O[C@H]1CN(C)C(=O)Nc1ccc2c(c1)OCO2	-7.8
Cc1ccc(S(=O)(=O)N(C)C[C@H]2OCCCC[C@@H](C)Oc3ccc(NC(=O)Nc4ccccc4)cc3C(=O)N([C@@H](C)CO)C[C@H]2C)cc1	26.5
C/C=C/c1ccc2c(c1)O[C@H](CN(C)Cc1cccnc1)[C@@H](C)CN([C@@H](C)CO)S2(=O)=O	3.5
CO[C@@H](CN(C)C(=O)Nc1ccc(C(F)(F)F)cc1)[C@H](C)CN(Cc1ccccc1Cl)[C@@H](C)CO	-8.2
C[C@@H]1CN([C@H](C)CO)S(=O)(=O)c2ccc(-c3cccc(C#N)c3)cc2O[C@@H]1CN(C)C(=O)c1ccc(F)cc1	6.9
CC[C@]1(O)C[C@H]2CN(CCc3c([nH]c4ccccc34)[C@@](C(=O)OC)(c3cc4c(cc3OC)N(C=O)[C@H]3[C@@](O)(C(=O)OC)[C@H](OC(C)=O)[C@@]5(CC)C=CCN6CC[C@]43[C@@H]65)C2)C1	4.2
C[C@H]1CN([C@@H](C)CO)C(=O)c2cc(C#CC3(O)CCCC3)cnc2O[C@H]1CN(C)Cc1ccccc1	2.6
N#CC(C(=Nc1ccccc1)SCc1ccc(Cl)cc1)c1nc2ccccc2[nH]1 (stereo not drawn)	-4.3
COc1ccc(NC(=O)Nc2ccc3c(c2)CC(=O)N([C@H](C)CO)C[C@H](C)[C@@H](CN(C)C(=O)Nc2ccc4c(c2)OCO4)O3)cc1	3.4
COc1ccc(-c2cnc3c(c2)C(=O)N([C@H](C)CO)C[C@@H](C)[C@H](CN(C)S(=O)(=O)c2ccc(OC)cc2)O3)cc1	-3.5
Cc1cc(C(=O)Nc2cccc3c2O[C@@H](CN(C)C(=O)Nc2cccc4ccccc24)[C@H](C)CN([C@@H](C)CO)C3=O)n(C)n1	-2.8
Cc1noc(C)c1NC(=O)N(C)C[C@H]1OCCCC[C@@H](C)Oc2ccc(NS(C)(=O)=O)cc2C(=O)N([C@@H](C)CO)C[C@H]1C	2.8
C[C@H]1CN([C@@H](C)CO)C(=O)Cc2cc(NS(=O)(=O)c3cccs3)ccc2O[C@H]1CN(C)C(=O)Nc1cccc2ccccc12	1.4
C[C@@H]1CN([C@@H](C)CO)C(=O)c2cccc(NC(=O)CCCCCC(=O)Nc3ccccc3N)c2O[C@H]1CN(C)CC1CC1	1.7
C[C@H]1CN([C@@H](C)CO)C(=O)c2cc(C#CCN(C)C)cnc2O[C@@H]1CN(C)C	11.2
C[C@H]1CN([C@@H](C)CO)S(=O)(=O)c2ccc(/C=C/c3ccccc3)cc2O[C@@H]1CN(C)C(=O)C1CC1	3.6
CCCN(C)C[C@@H]1OCCCC[C@H](C)Oc2ccc(NC(=O)Nc3ccc(F)cc3)cc2C(=O)N([C@H](C)CO)C[C@@H]1C	3.2
COc1ccc(NC(=O)Nc2ccc3c(c2)CC(=O)N([C@H](C)CO)C[C@@H](C)[C@H](CN(C)Cc2ccc4c(c2)OCO4)O3)cc1	-7.8
Cc1ccc2c(c1)c(-c1ccccc1)c(-c1ccccc1)n2CC(O)Cn1c(C)cc(C)nc1=O (stereo not drawn)	1.9
Cc1noc(C)c1S(=O)(=O)Nc1ccc2c(c1)C(=O)N([C@@H](C)CO)C[C@@H](C)[C@@H](CN(C)S(=O)(=O)c1ccccc1)OCCCC[C@@H](C)O2	12.9
C[C@@H]1CCCCO[C@@H](CN(C)C(=O)C2CCCCC2)[C@@H](C)CN([C@@H](C)CO)C(=O)c2cc(NC(=O)Nc3ccccc3)ccc2O1	-2.0
Cc1noc(C)c1NC(=O)Nc1ccc2c(c1)C(=O)N([C@@H](C)CO)C[C@@H](C)[C@H](CN(C)C(=O)Nc1ccccc1)OCCCC[C@@H](C)O2	2.0
COCC(=O)N(C)C[C@@H]1Oc2cc(C#Cc3ccccc3)ccc2S(=O)(=O)N([C@H](C)CO)C[C@H]1C	3.0
C[C@H]1CN([C@@H](C)CO)C(=O)c2cc(NC(=O)Nc3ccc(C(F)(F)F)cc3)ccc2O[C@@H]1CN(C)S(=O)(=O)c1cn(C)cn1	1.6
COc1ccccc1NC(=O)N(C)C[C@H]1Oc2ncc(Br)cc2C(=O)N([C@@H](C)CO)C[C@@H]1C	1.4
Cc1noc(C)c1S(=O)(=O)N(C)C[C@H]1OCCCC[C@H](C)Oc2ccc(NS(=O)(=O)c3cccs3)cc2C(=O)N([C@@H](C)CO)C[C@@H]1C	-1.4
C[C@@H]1CN([C@@H](C)CO)C(=O)Cc2cc(NC(=O)Nc3cccc4ccccc34)ccc2O[C@H]1CN(C)S(=O)(=O)c1cccs1	6.7
CC(C)NC(=O)Nc1cccc2c1O[C@H](CN(C)Cc1ccc(Cl)c(Cl)c1)[C@H](C)CN([C@H](C)CO)C2=O	-0.4
CC(=O)N(C)C[C@@H]1Oc2ncc(-c3ccccc3C)cc2C(=O)N([C@@H](C)CO)C[C@H]1C	0.9
C[C@@H]1CN([C@@H](C)CO)C(=O)c2cccc(NC(=O)NC3CCCCC3)c2O[C@H]1CN(C)C(=O)NC1CCCCC1	3.2
COc1cccc(-c2ccc3c(c2)O[C@@H](CN(C)C)[C@@H](C)CN([C@@H](C)CO)S3(=O)=O)c1	10.6
C[C@H](CO)N1C[C@H](C)[C@@H](CN(C)Cc2ccc(-c3ccccc3)cc2)Oc2ccc(NC(=O)c3ccncc3)cc2CC1=O	15.3
C[C@@H]1CN([C@H](C)CO)C(=O)Cc2cc(NC(=O)Nc3cccc4ccccc34)ccc2O[C@H]1CN(C)S(=O)(=O)c1cn(C)cn1	5.2
C[C@H](CO)N1C[C@H](C)[C@@H](CN(C)S(=O)(=O)c2ccccc2)OCCCC[C@H](C)Oc2ccc(NC(=O)Nc3ccc(C(F)(F)F)cc3)cc2C1=O	-2.7
C/C=C/c1ccc2c(c1)O[C@H](CN(C)Cc1ccc(F)cc1)[C@@H](C)CN([C@@H](C)CO)S2(=O)=O	-1.3
C[C@@H]1CN([C@H](C)CO)C(=O)c2c(c3ccccc3n2C)-c2ccccc2CO[C@@H]1CN(C)C(=O)NC1CCCCC1	-1.7
